SMARCA2 activ: SMARCA2 function activation, primary screen | AID 652017 | activation, % at 9.1 µM | MG213 cells, MMTV-luciferase reporter, dexamethasone, overnight | 1% of 370,000 active; in the data active = activation above about 7.8%;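 also: 0% = vehicle wells and 100% = reference activator wells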
ADAM10 inh: ADAM10 inhibition, QFRET primary screen; 0.62% of 370,000 active; inhibition, % at 7 µM; recombinant ADAM10, EDANS/DABCYL FRET peptide cleavage, 3 h; AID 720582; O14672;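 active = inhibition above a per-campaign cutoff equal to the mean of compounds falling between control-based bounds plus 3 SD, cut at about 20% in these data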;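 also: 0% = DMSO wells while the 100% control is not disclosed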
hcDAF-12 act: H. contortus DAF-12 activation, primary screen | 1.4% of 370,000 active | AID 652067 | HEK293 hcDAF-12 lit1-tk-luc reporter, luminescence; 0% DMSO, 100% Δ7-dafachronic acid | activation, % at 6.8 µM;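 active = activation above the mean of all tested compounds plus 3 SD, cut at about 5.5% in these data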;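 also: 100% = response to 3 µM Δ7-dafachronic acid high control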
ssDAF-12 act: activates DAF-12 receptor from parasite S. stercoralis | activation, % at 6.8 µM | 1% of 370,000 active | HEK293 ssDAF-12/GRIP1 lit1-tk-luc reporter, luminescence; % of 3 µM dafachronic acid response;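 active = activation above the mean over all tested compounds plus 3 SD, cut at about 0.9% in these data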;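 also: 0% = DMSO-only wells and 100% = 3 µM delta7-dafachronic acid wells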
DAX1 inh-1: inhibits human nuclear receptor DAX1 | AID 504766 | inhibition, % at 6.75 µM | P51843 | HEK293 Gal4-DAX1 luciferase reporter, luminescence | 0.99% of 340,000 active;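 active = inhibition above the mean over all tested compounds plus 3 SD, cut at about 4.2% in these data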;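 also: 0% = DAX1-transfected cells with DMSO and 100% = empty-vector control cells with DMSO; inhibition shows as a rise in luminescence from relieved DAX1 repression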
FXN GAA850 act: frataxin GAA850 promoter activation; HEK293 lucGAA850 FXN promoter luciferase reporter, 24 h; percent of 10 µM SAHA response; activation, % at 6 µM; 0.56% of 360,000 active;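 active = activation above the average of all compounds screened plus 3 SD, cutoff fixed separately per campaign, cut at about 7.5% in these data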;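 also: 0% = DMSO wells and 100% = 10 µM SAHA wells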
GC-A act: GC-A (human) enzyme activation; P16066; HEK293 GC-A cells, cGMP TR-FRET, EC30 ANP; 0% at EC30 ANP, 100% saturating ANP; activation, % at 10 µM; 0.14% of 370,000 active; AID 1671463; in the data active = activation above about 40%
Target sequence (P16066 whole entry, looked up): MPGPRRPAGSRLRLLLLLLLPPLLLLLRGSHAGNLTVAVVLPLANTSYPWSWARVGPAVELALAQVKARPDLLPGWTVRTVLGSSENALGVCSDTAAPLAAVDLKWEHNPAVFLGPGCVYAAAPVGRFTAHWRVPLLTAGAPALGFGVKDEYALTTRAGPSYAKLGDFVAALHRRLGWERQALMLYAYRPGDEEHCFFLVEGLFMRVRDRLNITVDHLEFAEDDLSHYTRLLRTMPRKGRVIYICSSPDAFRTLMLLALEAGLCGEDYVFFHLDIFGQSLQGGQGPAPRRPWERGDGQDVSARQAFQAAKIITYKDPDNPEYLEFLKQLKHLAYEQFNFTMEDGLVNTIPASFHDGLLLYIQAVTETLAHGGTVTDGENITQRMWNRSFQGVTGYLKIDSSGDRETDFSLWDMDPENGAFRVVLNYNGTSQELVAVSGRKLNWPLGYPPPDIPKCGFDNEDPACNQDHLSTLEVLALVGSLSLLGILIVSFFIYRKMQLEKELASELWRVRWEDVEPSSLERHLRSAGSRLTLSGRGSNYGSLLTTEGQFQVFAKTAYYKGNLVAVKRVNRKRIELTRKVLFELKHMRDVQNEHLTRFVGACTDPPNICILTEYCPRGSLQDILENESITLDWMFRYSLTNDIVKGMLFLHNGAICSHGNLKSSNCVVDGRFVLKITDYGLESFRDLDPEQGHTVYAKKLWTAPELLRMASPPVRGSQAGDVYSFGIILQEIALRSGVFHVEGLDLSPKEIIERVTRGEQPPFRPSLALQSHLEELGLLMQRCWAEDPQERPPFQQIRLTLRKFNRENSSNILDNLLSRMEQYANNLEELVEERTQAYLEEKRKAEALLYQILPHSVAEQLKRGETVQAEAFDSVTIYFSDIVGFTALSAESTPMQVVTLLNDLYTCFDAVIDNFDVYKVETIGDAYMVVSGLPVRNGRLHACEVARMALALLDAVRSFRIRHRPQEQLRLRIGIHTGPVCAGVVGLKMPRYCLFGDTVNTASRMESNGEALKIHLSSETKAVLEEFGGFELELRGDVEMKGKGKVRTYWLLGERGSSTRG
hgDAF-12 ag: activates the H. glycines DAF-12 receptor ligand-binding domain | HEK293 GAL4-hgDAF12 UAS-luciferase reporter, agonist luminescence; normalized to butyrate control | activation, % at 6.8 µM | 1.8% of 370,000 active | AID 687014;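 active = activation above a cutoff set at the mean of all screened compounds plus 3 SD, cut at about 10% in these data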;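 also: 0% = DMSO wells and 100% = sodium butyrate wells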
NPR2 activator: GC-B (human) receptor activation; HEK293-GC-B cells, CNP EC30, cGMP TR-FRET; 0% at EC30 CNP, 100% saturating CNP; activation, % at 10 µM; P20594; AID 1920062; 0.11% of 370,000 active;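 active = activation at 10 µM reaching about 35% in either raw or pattern-adjusted values, limit read from the data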
sPLA2-III inh: Blocks human group III sPLA2 activity; inhibition, % at 12.2 µM; 0.56% of 370,000 active; QFRET BODIPY PC-A2 liposome hydrolysis, fluorescence; Q9NZ20;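 active = inhibition above mean plus 3 SD of compounds lying within the high and low control bounds, cut at about 19% in these data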;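 also: 0% = median of test compound wells and 100% = no enzyme DMSO wells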
DAX1 inh-2: DAX1 (NR0B1) inhibition, primary screen; 1.1% of 370,000 active; inhibition, % at 6.8 µM; AID 652010; HEK293T StAR-luciferase reporter, SF-1/DAX-1 repression relief;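 active = inhibition above the mean over all tested compounds plus 3 SD, cut at about 3.6% in these data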;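 also: 0% = DAX-1 cells with DMSO and 100% = cells lacking DAX-1 with DMSO; higher inhibition means more luminescence from relief of DAX-1 repression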
The depositor's hits bear a star; . = not tested or not shown. The order is random, and some 6.6% of all compounds hit somewhere here.

SMILES	SMARCA2 activ	ADAM10 inh	hcDAF-12 act	ssDAF-12 act	DAX1 inh-1	FXN GAA850 act	GC-A act	hgDAF-12 ag	NPR2 activator	sPLA2-III inh	DAX1 inh-2
O=[N+]([O-])c1ccn(-c2nc(-c3ccccc3)cc(C(F)(F)F)n2)n1	-3	1	-2.1	-1.1	-1.6	0.4	-1	1.0	-2	1	-0.5
Cc1ccc(S(=O)(=O)N2CCN(C(=O)c3ccc(N4CCC(C)CC4)c([N+](=O)[O-])c3)CC2)cc1	-1	8	-2.0	-1.7	0.1	-1.1	-5	-0.2	1	-11	-1.0
O=C(NNC(=S)Nc1ccc(F)c(Cl)c1)c1ccccc1Br	4	11	0.1	-0.4	2.2	5.0	0	1.3	5	26*	0.4
O=C1[C@@H]2Cc3ccccc3CN2C(=O)N1c1cccc(F)c1	3	2	-0.2	-0.8	0.8	2.2	8	0.0	0	-4	0.3
C/C(=N\NS(C)(=O)=O)c1ccccc1	-1	0	-1.1	-1.2	-1.1	2.9	1	2.4	0	5	-0.3
COc1ccc(CN(Cc2cc3cccc(C)c3n3nnnc23)C(=O)N2CCOCC2)cc1	-3	-3	1.0	-0.2	-1.4	-0.5	-3	-0.7	-3	2	0.2
CC(=O)c1ccc(NS(=O)(=O)c2ccc3c(c2)N(C(C)=O)CCO3)cc1	3	-13	-1.3	-1.1	-0.2	2.6	-2	-0.4	0	-3	-1.1
CN1C(=O)/C(=C/c2ccc3c(c2)OCO3)N=C1c1ccccc1	0	-1	-0.1	-1.8	0.4	2.1	-1	0.8	-2	-1	-0.4
C=CCN(C)CC#CCCCCl	-3	-8	0.2	-0.9	.	.	1	0.0	2	5	2.4
Cc1ccc(-c2nnc(SCC(=O)CC(=O)Nc3ccccc3)n2C)cc1	-2	-12	-2.0	-1.5	-0.3	0.1	-7	-1.7	-2	5	-0.2
C=CCNC(=S)NNC(=O)c1ccc(Br)cc1	-1	3	0.2	-1.6	0.8	-0.1	-1	0.6	-3	18	-1.3
COc1ccc(S(=O)(=O)c2c(O)c3ccc(C(=O)Nc4cccc(F)c4)cc3[nH]c2=O)cc1	0	-12	-0.3	-1.4	1.1	0.6	-5	-4.0	-4	7	-0.2
O=C(CNC(=O)c1ccccc1)NCCc1ccc(O)c(O)c1	-3	9	-1.2	-1.1	0.7	0.5	-2	-1.1	2	3	-0.1
CN(CCc1ccccn1)C(=S)NC(=O)c1ccco1	-1	2	-1.7	-0.4	0.7	0.0	4	-0.2	-5	6	0.4
Cc1ccc(COC(=O)c2ccc3ccccc3n2)cc1	-1	-1	0.1	-0.5	1.1	-0.6	-1	-0.5	-1	-8	-0.3
NNc1nc2sc3c(c2c(=O)n1-c1ccccc1)CCCC3	2	0	0.1	-1.2	1.4	4.8	2	0.2	-3	1	0.5
O=C1Cc2cc(S(=O)(=O)N3CCN(c4cccc(Cl)c4)CC3)ccc2N1	-1	0	-1.2	-1.3	-0.2	1.4	1	-0.1	-3	0	0.0
Cc1cccc(C)c1OCCOC(=O)c1cccc(S(=O)(=O)N2CCOCC2)c1	-1	2	0.4	-1.6	-0.7	1.1	-5	0.3	1	-10	-1.9
Cc1cc(C)cc(OCC(=O)Nc2ccc(N3CCOCC3)cc2N2CCOCC2)c1	-2	-7	0.7	-1.2	-0.2	3.0	-7	0.6	-3	2	1.3
COc1ccc(Br)cc1CN1CCN(Cc2c[nH]c3ccccc23)CC1	0	7	5.0	0.1	0.6	-2.2	-37	4.1	-11	-31	-0.2
COc1cccc(NC(=O)Nc2ccc3c(c2)OCO3)c1	2	-6	2.9	-0.1	1.2	5.5	1	9.6	-3	-9	8.4*
CCN(CC)S(=O)(=O)c1ccc(C(C)NCC(=O)Nc2ccccc2C(=O)NC2CC2)cc1 (centres undefined)	-4	-2	-2.0	-0.7	-0.8	1.3	2	-2.5	0	4	-1.1
O=C1C(Cl)=C(Nc2ccc(O)cc2)C(=O)c2ccccc21	-12	10	2.9	-1.1	-2.9	-3.0	-17	-4.0	-13	10	-1.9
CCOC(=O)NC(Nc1nc2ccccc2s1)(C(=O)OCC)C(F)(F)F (centres undefined)	0	4	-0.8	-1.0	0.3	-1.3	-6	1.7	2	-8	-0.4
Cc1cccc(C)c1NC(=O)C(NC=O)c1ccc(N(C)C)cc1 (centres undefined)	0	11	-0.8	-1.4	-0.2	-2.3	2	2.1	6	2	0.3
COc1cc(C)c(CN2CCC(Oc3ccc(C(=O)N4CCCC4)cc3)CC2)cc1C	0	-3	-1.4	-1.4	-0.3	-2.9	0	-1.4	2	-10	0.3
Cc1ccc(/C=N\NC(=O)Cn2c(C)nc3ccccc32)o1	0	8	-1.3	-1.5	-0.5	-0.1	4	-0.8	0	0	-0.8
O=C(NCc1ccccc1CN1CCCC1)C1CCN(S(=O)(=O)c2ccc(Cl)cc2)CC1	0	-14	-0.5	-1.2	1.1	-1.5	-13	1.4	-10	1	1.0
O=C(Nc1ccc(C(=O)N2CCOCC2)cc1)c1cccc([N+](=O)[O-])c1	1	2	-1.4	-1.2	-0.3	1.7	0	0.9	-10	-3	-1.1
Cc1cc(C)c(C(=O)COC(=O)C2CCN(c3ccc(C(F)(F)F)cn3)CC2)cc1C	1	-13	-1.0	0.1	0.2	-0.1	-2	1.1	9	6	1.5
O=C(CSC1=NNC(c2ccccn2)S1)Nc1ccc(C(F)(F)F)cc1 (centres undefined)	4	6	3.0	-0.1	-0.3	1.5	-2	4.8	4	1	-0.3
O=C(NCC1CC1)C1Cc2c(-c3ccc4c(c3)OCO4)ccnc2O1 (centres undefined)	0	-86	0.6	-1.4	.	0.2	3	-1.1	-4	-6	0.3
CCS(=O)(=O)Nc1cc2c3c(c1)CCN3C(=O)CC2	-2	-10	0.7	-1.1	0.3	0.6	0	4.3	4	5	0.0
O=C(CSc1ccc(-c2ccco2)nn1)Nc1cccc(F)c1	-1	-10	-3.4	-1.3	-0.3	-2.0	0	-4.5	-3	-1	-6.1
COc1ccc(C2(c3ccc(OC)cc3)NC(=O)N(CC(=O)NCC(F)(F)F)C2=O)cc1	3	2	-1.9	-0.6	1.6	0.0	1	0.7	-1	-6	-0.3
O=C(NCCc1cn2ccsc2n1)C1CCCCC1	0	-4	0.8	-1.1	2.3	1.4	3	1.1	0	-4	0.2
O=c1cc(-c2ccc(O)c(O)c2)oc2c(C3O[C@H](CO)[C@@H](O)[C@H](O)[C@H]3O)c(O)cc(O)c12 (some centres undefined)	0	1	0.2	-1.0	1.5	0.2	-6	1.2	-1	5	0.3
COc1ccc(-c2noc3c2-c2nc(-c4ccc(Br)cc4)sc2CC3)cc1	0	-1	1.5	-1.2	0.4	-0.5	-1	4.0	-8	3	0.0
CC(C)N1CCN(Cc2cccc(-n3cccn3)c2)CC1CCO (centres undefined)	-3	13	-0.8	-0.8	1.5	-0.3	0	2.8	0	5	0.5
CCCC(=O)NC(c1ccccc1)c1c(O)ccc2ccccc12 (centres undefined)	1	-68	-1.6	-1.4	-0.1	-1.2	-29	-2.9	-10	-31	0.1
CC(=O)c1c(N2CCC(C(N)=O)CC2)nc(=S)n(-c2ccccc2)c1C	-3	-5	-0.6	-0.9	0.9	-3.1	1	1.5	-1	6	-0.4
COc1ccc(-n2nc(C(=O)NCC(=O)NC3CCCC(C)C3C)c3ccccc3c2=O)c(OC)c1 (centres undefined)	0	1	-0.9	-0.8	-0.7	-1.3	2	-1.0	2	-1	-0.1
O=S1(=O)CCOCCCN1Cc1ccccc1Br	0	2	-2.3	-1.3	-0.2	-1.5	0	1.4	-7	2	-0.2
COc1ccccc1/C=C1\Cc2ccccc2C1=O	4	-16	4.2	-0.3	1.7	5.8	0	2.1	-5	-4	0.1
O=C1NC(c2ccccc2)=C(c2ccc3ccccc3n2)C(c2ccccc2)N1 (centres undefined)	-1	-4	4.0	-0.3	1.6	0.4	-31	0.7	-18	-1	-0.6
Cc1cccc(NC(=O)CCN2CCC(C)CC2)c1	0	-8	0.0	0.1	2.0	0.8	1	3.5	1	16	0.3
COC(=O)[C@]12C[C@H](CC(=O)NCC34CC5CC(CC(C5)C3)C4)C(=O)N(Cc3ccc4c(c3)OCO4)C1=C[C@H](C(C)(C)C)O[C@@H]2C	-6	0	-1.3	-0.1	.	.	2	-1.8	2	-2	-0.1
CCCn1nnc(NC(=O)c2ccc3ccccc3c2)n1	4	-7	1.7	-0.8	3.2	3.5	-1	11*	1	-3	1.5

Not a retest: 2 of the compounds above.
SMILES	SMARCA2 activ	ADAM10 inh	hcDAF-12 act	ssDAF-12 act	DAX1 inh-1	FXN GAA850 act	GC-A act	hgDAF-12 ag	NPR2 activator	sPLA2-III inh	DAX1 inh-2
O=[N+]([O-])c1ccn(-c2nc(-c3ccccc3)cc(C(F)(F)F)n2)n1	-3	1	-2.1	-1.1	-1.6	0.4	-1	1.0	-2	1	-0.5
Cc1ccc(S(=O)(=O)N2CCN(C(=O)c3ccc(N4CCC(C)CC4)c([N+](=O)[O-])c3)CC2)cc1	-1	8	-2.0	-1.7	0.1	-1.1	-5	-0.2	1	-11	-1.0

Arranged by count of non-hydrogen atoms (lowest first): 9 of the compounds above.
SMILES	SMARCA2 activ	ADAM10 inh	hcDAF-12 act	ssDAF-12 act	DAX1 inh-1	FXN GAA850 act	GC-A act	hgDAF-12 ag	NPR2 activator	sPLA2-III inh	DAX1 inh-2
O=S1(=O)CCOCCCN1Cc1ccccc1Br	0	2	-2.3	-1.3	-0.2	-1.5	0	1.4	-7	2	-0.2
COc1ccccc1/C=C1\Cc2ccccc2C1=O	4	-16	4.2	-0.3	1.7	5.8	0	2.1	-5	-4	0.1
CCCn1nnc(NC(=O)c2ccc3ccccc3c2)n1	4	-7	1.7	-0.8	3.2	3.5	-1	11*	1	-3	1.5
CC(C)N1CCN(Cc2cccc(-n3cccn3)c2)CC1CCO (centres undefined)	-3	13	-0.8	-0.8	1.5	-0.3	0	2.8	0	5	0.5
CC(=O)c1c(N2CCC(C(N)=O)CC2)nc(=S)n(-c2ccccc2)c1C	-3	-5	-0.6	-0.9	0.9	-3.1	1	1.5	-1	6	-0.4
O=C1NC(c2ccccc2)=C(c2ccc3ccccc3n2)C(c2ccccc2)N1 (centres undefined)	-1	-4	4.0	-0.3	1.6	0.4	-31	0.7	-18	-1	-0.6
O=c1cc(-c2ccc(O)c(O)c2)oc2c(C3O[C@H](CO)[C@@H](O)[C@H](O)[C@H]3O)c(O)cc(O)c12 (some centres undefined)	0	1	0.2	-1.0	1.5	0.2	-6	1.2	-1	5	0.3
COc1ccc(-n2nc(C(=O)NCC(=O)NC3CCCC(C)C3C)c3ccccc3c2=O)c(OC)c1 (centres undefined)	0	1	-0.9	-0.8	-0.7	-1.3	2	-1.0	2	-1	-0.1
COC(=O)[C@]12C[C@H](CC(=O)NCC34CC5CC(CC(C5)C3)C4)C(=O)N(Cc3ccc4c(c3)OCO4)C1=C[C@H](C(C)(C)C)O[C@@H]2C	-6	0	-1.3	-0.1	.	.	2	-1.8	2	-2	-0.1

From PubChem BioAssay
